Screens from PubChem.
NS5 inhibitors: Dengue-2 NS5 methyltransferase inhibitors, primary screen, biochemical, confirmation dose response (AID 588689). 0.3% of 340,000 active. Genome polyprotein (Dengue virus type 2 (strain 16681-PDK53)). Dengue-2 NS5 methyltransferase capping enzyme assay, biochemical; higher % means a stronger effect. inhibition, % at 25 µM, or IC50 in µM where a hit was titrated; in the data active means a potency from the dose series; inconclusive means inhibition above about 29% without an active follow-up result
GPR35 antagonists: GPR35 antagonists blocking zaprinast-driven arrestin recruitment, primary screen, imaging, U2OS, beta-arrestin-GFP, zaprinast agonist (AID 2058); G-protein coupled receptor 35 (Homo sapiens); U2OS GPR35 beta-arrestin-GFP translocation imaging, zaprinast antagonism; higher % means a stronger effect; inhibition, % at 10 µM, or IC50 in µM where a hit was titrated; 0.052% of 290,000 active;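 active means inhibition of at least 50% with at least 30 cells and total cytoplasm GFP at most 10,000,000; inconclusive means under 30 cells or total GFP of 10,000,000 plus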
HIV peptide binding: inhibitors of HIV fusion peptide binding, primary screen, biochemical, uHTS, fluorescence dequenching (AID 1986). cell-free peptide binding, fluorescence dequenching, 30 min; higher % means a stronger effect. inhibition, % at 20 µM; hits with a dose series show IC50 in µM. 0.3% of 290,000 active; in the data active means inhibition mostly above about 52%, no sharp cut-off; inactive means mostly below about 76%; further: some results filed as inactive read as strong as hits
GPR55 LPI antagonism: GPR55 antagonists blocking LPI-driven arrestin recruitment, primary screen, imaging, U2OS, beta-arrestin-GFP, LPI agonist (AID 2013) | G-protein coupled receptor 55 (Homo sapiens) | U2OS GPR55 beta-arrestin-GFP translocation imaging, LPI antagonism; higher % means a stronger effect | inhibition, % at 10 µM; hits with a dose series show IC50 in µM | 0.13% of 290,000 active;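 active means spots per cell inhibited over 60%, with over 100 cells counted and total cytoplasm intensity under 500,000; inconclusive means wells with under 100 cells, flagged as likely toxic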;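 further: U2OS cells stably carrying GPR55 and arrestin-GFP stimulated by 5 µM LPI near EC80; imaged beta-arrestin-GFP aggregate spots per cell after agonist stimulation; plate controls were LPI-stimulated DMSO wells for no effect and DMSO wells without LPI for full effect; some results filed as inactive read as strong as hits; confirmed hits need IC50 under 10 µM and bright autofluorescent wells are also inconclusive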
K1F lysis inhibition: inhibition of K1F phage lysis, E. coli UTI89, bacterial capsule biogenesis inhibitors, alamar blue (AID 488966); 0.02% of 340,000 active; inhibition, % at 100 µM; hits with a dose series show IC50 in µM; E. coli UTI89 K1F phage lysis, alamar blue, 2 h; higher % means a stronger effect;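 active means phage lysis inhibition, versus mean bacterial control, above a set limit; inconclusive means no clear call, values can overlap the other calls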;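 further: capsule biogenesis inhibitors block K1F phage lysis so surviving cells raise fluorescence; higher fluorescence means more inhibition of phage lysis; actives were called in the ten point dose series up to 300 µM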
AID2073: inhibitors of Mint1-CaV2.2 protein interaction, biochemical, HTRF (AID 2073) | one-dose inhibition, % at 20 µM; IC50 in µM for titrated hits | Voltage-dependent N-type calcium channel subunit alpha-1B (Homo sapiens) | 0.19% of 290,000 active | HTRF protein-protein interaction, Mint1-CaV2.2; higher % means a stronger effect; in the data active means inhibition mostly above about 51%, no sharp cut-off; inconclusive means no clear call, values can overlap the other calls; inactive means mostly below about 53%; further: some results filed as inactive read as strong as hits
NTR1 ag: agonists of NTR1, primary screen, imaging, U2OS cells, beta-arrestin-GFP, high content (AID 493036); Neurotensin receptor type 1 (Homo sapiens), P30989; NTR1-U2OS beta-arrestin-GFP spot imaging, agonist mode; activation, % at 20 µM; 0.17% of 330,000 active;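 active means activation at or above 40% of the spot to cytoplasm intensity ratio, with at least 20 cells analyzed; inconclusive means wells under 20 cells, flagged as cytotoxic or low count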;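 further: 0% = DMSO without peptide and 100% = 100 nM NTR1 peptide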
Target sequence (P30989 whole entry, looked up): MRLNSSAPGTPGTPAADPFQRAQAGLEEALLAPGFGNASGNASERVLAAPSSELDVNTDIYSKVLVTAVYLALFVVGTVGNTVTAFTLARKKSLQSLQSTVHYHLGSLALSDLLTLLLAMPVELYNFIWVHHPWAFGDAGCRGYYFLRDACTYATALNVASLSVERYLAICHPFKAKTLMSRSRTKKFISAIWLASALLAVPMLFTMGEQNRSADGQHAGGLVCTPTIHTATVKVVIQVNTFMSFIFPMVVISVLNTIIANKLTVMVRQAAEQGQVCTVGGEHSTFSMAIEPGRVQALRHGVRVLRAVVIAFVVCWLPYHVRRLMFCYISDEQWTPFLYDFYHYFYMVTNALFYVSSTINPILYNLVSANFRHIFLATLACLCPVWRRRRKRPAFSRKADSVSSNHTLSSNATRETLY
SIAH1 antagonists: Siah-1 peptide-binding antagonists, primary screen, biochemical, fluorescence polarization, rhodamine-plectin, uHTS (AID 1817) | displacement, % at 20 µM; hits with a dose series show IC50 in µM | Siah-1 / rhodamine-plectin peptide fluorescence polarization; higher % means a stronger effect | 0.02% of 290,000 active;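 active means displacement of at least 50% at 20 µM, with a fluorescence ratio check between 0.3 and a set limit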;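 further: plate controls were Siah plus tracer with DMSO for no effect and tracer alone without Siah for full effect; strong numbers were not always called active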
GPR55 activation: GPR55 agonists via beta-arrestin recruitment, primary screen, imaging, U2OS cells, beta-arrestin-GFP redistribution (AID 1961); U2OS GPR55 beta-arrestin-GFP redistribution imaging; higher % means a stronger effect; one-dose activation, % at 10 µM; EC50 in µM for titrated hits; 0.048% of 290,000 active;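 active means activation above 40% with more than 50 cells counted in the well; inconclusive means wells holding fewer than 50 cells, flagged as toxic or sparse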;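 further: U2OS osteosarcoma cells stably expressing GPR55 and beta-arrestin-GFP; plate controls were DMSO negative control for no effect and LPI positive control for full effect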
NTR1 ag cell count 20 µM: recorded beside NTR1 ag, whose call it bears; cell count; measured here: cell count, cytotoxicity flag
NS5 inhibitors pilot replicate: further read-out of NS5 inhibitors, marked with its call; inhibition, %; measured here: pilot screen replicate inhibition
Starred values were filed as active, the others as inactive; i = inactive; ? = inconclusive; . = no result given; & = joins results of further samples; [ ] = another dose, or the depositor's remark.

SMILES | NS5 inhibitors | GPR35 antagonists | HIV peptide binding | GPR55 LPI antagonism | K1F lysis inhibition | AID2073 | NTR1 ag | NTR1 ag cell count 20 µM | SIAH1 antagonists | GPR55 activation | others
OCCNc1nc(-c2ccccc2)nc2ccccc12 | 4% | -5% | -0.5% | -32% | 0.2% | 0% | -0.4 | 69 | 18% | 0.3%
CCN(CC)C(=O)CSc1nc2cc3c(cc2c(=O)n1Cc1ccc(OC)cc1)OCO3 | -7% | -1% | -0.7% | -8% | 0.2% | -1% | 3.6 | 56 | -7% | -0.5%
CCOC(=O)C(NC(C)=O)C(=O)Nc1ccc(C(C)(C)C)cc1 (stereo unspecified) | -4% | -4% | 0.8% | 9% | -0.1% | 30% | -0.7 | 87 | -1% | 0.2%
CCC(CC)NC(=O)Nc1ccc(C)cc1 | -6% | -8% | -0.9% | 2% | 0.2% | 12% | -0.6 | 51 | -1% | 0.2%
O=C(COc1ccccc1[N+](=O)[O-])Nc1cccc(Cl)c1N1CCOCC1 | -3% | 3% | -1.7% | 2% | -0.4% | 5% | 6.9 | 62 | 6% | -0.1%
O=C(NNC(=O)c1sccc1-n1cccc1)c1ccc(F)cc1 | -10% | 7% | 0.8% | 13% | -0.1% | -2% | 2.2 | 32 | 0% | -0.3%
Cc1cc(NC(=O)C(C)SCC(=O)OC(C)C(=O)Nc2ccccc2C)no1 (stereo unspecified) | 0% | -1% | -0.6% | 14% | -0.5%[50 µM] | 0% | 0.6 | 60 | 3% | -0.1%
CCOc1ccc2c(c1)C(N(CCN1CCOCC1)C(=S)Nc1ccccc1OC)CC(C)(C)O2 (stereo unspecified) | -4% | 7% | 0.2% | 8% | 0.0% | -11% | 2.2 | 66 | -3% | 0.6%
NC(=O)C(=O)NN=C1CCC(c2ccccc2)CC1 (stereo unspecified) | -3% | -8% | 2.8% | 16% | 0.2% | 2% | -2.0 | 64 | 4% | 0.4%
O=C(N/N=C/c1c[nH]c2ccccc12)c1ccc2c(c1)OCCO2 | -6% | 8% | -0.3% | -2% | -0.2% | 0% | 0.1 | 62 | -4% | -0.2%
CCC(C)(C)n1nnnc1C(c1ccccc1)N1CCN(Cc2ccccc2)CC1 (stereo unspecified) | -4% | 16% | -0.3% | 14% | -1.3% | -2% | -0.8 | 50 | 12% | 0.3%
Cc1ccc(S(=O)(=O)NC(=O)NC(=O)N(C)S(=O)(=O)c2ccc(C)cc2)cc1 | 4% | -2% | -1.0% | 5% | 0.6% | -9% | -0.8 | 74 | 4% | 0.1%
Cn1c(SCc2cccnc2)nnc1-c1c[nH]c2ccccc12 | 3% | -8% | 3.1% | 0% | -1.3% | -4% | -1.4 | 99 | -2% | -0.2%
Cc1c(C(=O)N2CCN(c3ncccn3)CC2)sc2nc3n(c(=O)c12)CCCC3 | -7% | -14% | -3.3% | -1% | 0.7% | 5% | -1.4 | 76 | 4% | -0.2%
O=C(NCCCN1CCCC1=O)C(=O)NCC1OCCN1S(=O)(=O)c1ccc(Cl)cc1 (stereo unspecified) | 1% | 4% | -0.3% | 19% | 0.2% | 2% | 0.0 | 57 | 6% | 0.0%
O=C(Nc1ccc(Cl)cc1)Nc1ccccc1C(=O)O | 3% | -5% | 10% | -5% | -3.7% | 5% | 0.2 | 91 | -1% | 0.2%
CC(C)N1CCN(Cc2cccs2)CC1CCO (stereo unspecified) | -2% | 5% | 0.1% | 3% | 0.0% | 15% | . | . | 0% | -0.2%
CCOc1ccc(CC2CC(=O)NC2=O)cc1 (stereo unspecified) | -8% | -6% | -1.0% | -8% | 0.4% | 1% | -0.1 | 52 | -4% | -0.3%
COCCN(C(=S)Nc1cccc(OC)c1)C(C)c1cccs1 (stereo unspecified) | -1% | -2% | 0.0% | 5% | 2.2% | -24% | 3.7 | 47 | 16% | -0.2%
CN1C(=O)NC(c2cccc(O)c2)C(C(=O)c2cccs2)C1(O)C(F)(F)F (stereo unspecified) | -1% | 5% | -1.4% | 10% | ? | -4% | -0.7 | 71 | -3% | 0.3%
Cc1cc(C)cc(NC(=O)C2CCN(S(=O)(=O)c3ccc4[nH]c(=O)ccc4c3)CC2)c1 | 1% | -2% | 0.4% | 8% | -0.6% | 8% | 9.0 | 43 | 4% | 0.6%
COC(=O)c1cc(Cl)c(NC(=O)c2ccc(C(C)(C)C)cc2)cc1OC | 2% | -13% | -2.7% | 11% | 0.4% | -2% | 16 | 74 | 4% | -0.3%
O=c1[nH]nc(N/N=C/c2ccc(Cl)cc2Cl)c(=O)[nH]1 | -13% | -4% | 1.5% | 13% | 0.3% | 12% | 0.0 | 55 | 0% | 0.6%
Cc1ccc(NC(=O)NCC(c2cccnc2)N2CCOCC2)cc1 (stereo unspecified) | -16% | 8% | 0.7% | 4% | 1.3% | 27% | -1.4 | 78 | 2% | 0.0%
Cc1ccc(COC(=O)c2cc([N+](=O)[O-])ccc2N2CCOCC2)cc1 | -1% | 5% | -0.7% | -20% | 0.1% | -12% | 6.7 | 58 | 9% | 0.0%

Continued:
SMILES | NS5 inhibitors | GPR35 antagonists | HIV peptide binding | GPR55 LPI antagonism | K1F lysis inhibition | AID2073 | NTR1 ag | NTR1 ag cell count 20 µM | SIAH1 antagonists | GPR55 activation | others
Clc1cccc(Cl)c1CSc1cc2c(nn1)-c1ccccc1CC2 | -3% | 8% | 1.4% | 6% | 0.9% | 0% | -1.2 | 87 | 10% | -0.1% | NS5 inhibitors pilot replicate=1.5
O=C(Nc1ccccc1)Nc1snnc1C(=O)Nc1cccc(O)c1 | 4% | -2% | 0.6% | -4% | 1.4% | 50% | 2.1 | 77 | -3% | -0.8%
NC(=O)c1ccc(OCC(F)(F)F)nc1 | -3% | -7% | -1.1% | 4% | -0.5% | -10% | -1.6 | 45 | -2% | -0.4%
COc1ccc(-c2nc(NC(=O)CSCCO)sc2C)cc1 | 1% | -5% | 0.2% | -1% | 0.1% | ? | -0.5 | 72 | 0% | -0.1%
COc1ccc(CCNC(=O)CSc2nc3ccsc3c(=O)n2CC2CCC(C(=O)O)CC2)cc1OC (stereo unspecified) | -7% | -20% | 0.1% | 7% | 0.0% | 9% | 1.6 | 54 | -4% | -0.2%
CN(c1ccccc1)C1CCCCC1NS(=O)(=O)c1ccc(Cl)cc1 (stereo unspecified) | 0% | -1% | -2.2% | 4% | -0.1% | -1% | 14 | 93 | -4% | 0.0%
N#Cc1cc(-c2ccccc2)nnc1Sc1ccc(F)cc1 | 8% | 4% | 0.9% | 5% | 0.1%[50 µM] | -1% | 6.0 | 47 | 6% | -0.1%
CSc1cccc(CN2CCCC(CO)(Cc3cccc(Cl)c3)C2)c1 (stereo unspecified) | -7% | -2% | 1.9% | 23% | 1.2% | -11% | 3.5 | 80 | -3% | -0.1%
COCCNC(=O)C(c1ccco1)N(Cc1ccc(OC)cc1)C(=O)Cn1nnc2ccccc21 (stereo unspecified) | -11% | 2% | 1.3% | 11% | 1.6% | 3% | -1.9 | 66 | 0% | 0.7%
Cc1nn(-c2ccccc2)nc1C(=O)NN | -8% | 4% | -2.7% | 11% | 1.0% | -2% | -1.2 | 55 | -4% | 0.2%
CCNc1nc(=S)nc(NC(C)C)[nH]1 | -2% | -14% | -0.2% | -8% | 2.1% | -49% | -0.1 | 56 | -2% | -0.1%
CCCOC(=O)CSc1nc(N2CCOCC2)c2c(c1C#N)CC(C)(C)OC2 | 3% | -10% | -1.8% | 16% | 0.1% | 10% | 3.6 | 89 | 1% | -0.1%
COc1cc2c(C(=O)N3CCN(C)CC3)c(C)n(-c3ccccc3)c2cc1Br | -8% | 1% | -2.6% | 13% | 0.5% | -5% | 4.5 | 75 | 8% | -0.1% | NS5 inhibitors pilot replicate=-3.0
CN(C)CCNC(=O)C(=O)NCC1OCCN1S(=O)(=O)c1cc(F)ccc1F (stereo unspecified) | -2% | -14% | 0.5% | 13% | -0.9%[50 µM] | -1% | -0.5 | 89 | -3% | -0.2%
Cc1ccnc(NC(=O)COc2ccc(Cl)cc2)n1 | -6% | 10% | -0.1% | -4% | 0.2% | -2% | -0.4 | 54 | -3% | 0.3%
Nc1nc2c(Cl)ccc(Cl)c2s1 | -2% | 1% | 2.3% | -1% | 0.4% | -1% | 2.4 | 59 | 21% | 0.2%
CC(C)OC(=O)CCC(=O)Nc1nc2ccccc2s1 | 1% | 12% | 93% | -3% | 2.7%[50 µM] | -1% | -0.1 | 47 | 2% | -0.3%
CC(C)=CC(=O)OCC(=O)Nc1ccc(F)cc1Cl | -6% | 6% | 3.3% | -14% | -0.4% | 5% | -0.9 | 36 | 3% | -0.3%
O=[N+]([O-])C(/C=C(\Cl)[N+](=O)[O-])=C(N1CCCCC1)N1CCCCC1 | -27% | 2% | 25% | 9% | i | 10% | 2.0 | 33 | 2% | 0.1%
CC1=N/C(=C\c2ccc([N+](=O)[O-])cc2)C(=O)N1c1ccc(Cl)cc1 | 0% | 15% | -1.8% | -7% | 2.4% | 2% | 0.7 | 49 | -4% | 0.2%
COc1cc2c(C(=O)N(C)c3cc(Cl)ccc3OC)cn(C)c(=O)c2cc1OC | -4% | 3% | 0.0% | -2% | 0.0% | -1% | -0.8 | 59 | -2% | -0.2%
CCOC(=O)C1CCN(S(=O)(=O)c2nc3nc(C)cc(C)n3n2)CC1 | -6% | -5% | 2.7% | 0% | 1.7% | 8% | 0.7 | 56 | 5% | -0.1%
Cn1c(CSc2nc3ccccc3s2)nnc1SCC(=O)NCc1ccccn1 | 4% | 22% | -0.5% | 7% | 2.0% | 3% | -2.5 | 50 | -1% | 0.4%
Cc1onc(-c2ccccc2)c1C(=O)NCC1CCN(C(=O)c2c(-c3ccccc3)noc2C)CC1 | 8% | -5% | -1.7% | 13% | -0.9% | -8% | -5.7 | 103 | 2% | -0.1%
CCN1CCN(Cc2ccc(NC(=O)c3cc(NC(=O)C4=NN(c5ccccc5)C(=O)C4)cc(OC)c3)cc2C(F)(F)F)CC1 | 11%&-45% | -2% | -0.4% | -2% | 1.4% | 24% | 0.7 | 92 | -5% | 0.4%
